RBX1-CUL1 inh: blocks human RBX1-Cullin-1 di-ubiquitin formation | in vitro K48 di-Ub FRET, acceptor:donor ratio, 45 min | inhibition, % at 10 µM | 0.6% of 140,000 active; in the data active = inhibition above about 25%
Target sequence (P62877 whole entry, looked up): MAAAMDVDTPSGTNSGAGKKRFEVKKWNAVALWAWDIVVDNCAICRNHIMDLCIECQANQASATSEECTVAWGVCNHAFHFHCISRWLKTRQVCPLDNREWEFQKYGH
Target sequence (Q13616 whole entry, looked up): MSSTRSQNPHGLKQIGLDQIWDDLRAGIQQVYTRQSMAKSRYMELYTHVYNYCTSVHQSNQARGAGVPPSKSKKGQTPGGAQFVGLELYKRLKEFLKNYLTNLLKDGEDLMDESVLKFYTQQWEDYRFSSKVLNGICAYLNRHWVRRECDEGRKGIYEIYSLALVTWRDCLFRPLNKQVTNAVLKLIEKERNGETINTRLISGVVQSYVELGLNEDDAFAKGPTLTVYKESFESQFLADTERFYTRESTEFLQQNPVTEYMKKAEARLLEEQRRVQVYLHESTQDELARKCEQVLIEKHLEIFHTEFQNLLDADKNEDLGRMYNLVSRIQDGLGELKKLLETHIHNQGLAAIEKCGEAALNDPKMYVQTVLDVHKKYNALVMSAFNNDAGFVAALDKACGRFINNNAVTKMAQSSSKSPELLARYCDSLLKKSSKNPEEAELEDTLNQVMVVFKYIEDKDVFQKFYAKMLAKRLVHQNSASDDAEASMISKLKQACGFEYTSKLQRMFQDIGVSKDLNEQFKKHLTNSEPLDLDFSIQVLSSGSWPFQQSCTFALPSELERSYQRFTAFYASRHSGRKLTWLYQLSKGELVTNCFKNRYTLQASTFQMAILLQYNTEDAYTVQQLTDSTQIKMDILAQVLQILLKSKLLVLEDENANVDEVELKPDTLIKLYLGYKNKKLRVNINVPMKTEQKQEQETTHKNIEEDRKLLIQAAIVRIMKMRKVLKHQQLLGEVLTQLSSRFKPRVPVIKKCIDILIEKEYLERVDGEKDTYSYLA
Numbers without * were called inactive.

#	structure	RBX1-CUL1 inh
1	CCN=C1CC=C(Br)C=C(C(=O)/C=C/c2ccc(OC)cc2)C1=O	16.4
2	CCc1ccc(S(=O)(=O)NCCc2cn3ccsc3n2)cc1	1.4
3	O=C(NCCC1=CCCCC1)c1cnccn1	-5.2
4	CCOc1ccc(C(C2C(=O)C=C(C)N(Cc3ccco3)C2=O)N2CCCCC2)cc1 (configuration not stated)	-1.5
5	Cc1ccsc1C(=O)NNC(=S)NCC(C)C	8.8
6	COc1ccc2cc(Br)ccc2c1CC(=O)N(C)C	6.6
7	C=CCNS(=O)(=O)c1ccc(C(=O)N(C)c2ccccc2)cc1	9.6
8	CC(C)N1CCN(Cc2cn(Cc3ccccc3)nc2-c2ccc3c(c2)OCO3)CC1	1.9
9	COc1ccc(N2CCN(C(=O)c3ccc4c(c3)N(Cc3ccc(F)cc3)C(=O)c3ccccc3S4=O)CC2)cc1 (configuration not stated)	-7.4
10	Cc1c(-c2nn3c(-c4ccccc4)nnc3s2)nnn1-c1ccccc1Br	1.4
11	Cc1nnc(NC(=O)N(C)C(C)Cc2ncccc2C)s1 (configuration not stated)	5.6
12	O=C(CCN1CCN(c2ccccc2)CC1)Nc1ccc(OC(F)(F)Cl)cc1	-5.3
13	COc1ccccc1Cc1nc2ccccc2nc1SCC(=O)N1CCCc2ccccc21	-10.9
14	CCOc1ccc(C2=Nc3ncnn3C(c3cc(Br)ccc3F)C2)cc1Cl (configuration not stated)	-0.8
15	O=C(CC(=O)c1c[nH]c2ccccc12)c1ccccc1	-3.6
16	Oc1ccc2ccccc2c1C(c1ccc(Br)cc1)N1CCCCC1 (configuration not stated)	-1.8
17	CCOC(=O)c1ccc(N2C(=O)c3n[nH]c(-c4cccs4)c3C2c2cccc(F)c2)cc1 (configuration not stated)	-1.4
18	O=C(O)CCCCNC(=S)C(=S)NCCCCC(=O)O	-3.0
19	CN(C)C(=O)CCC(=O)N1CCc2onc(-c3ccccc3F)c2C1	10.4
20	Cc1nc(C)c(-c2ccccc2)c(=O)[nH]1	8.8
21	CCOc1ccc(-c2nonc2NC(=O)COc2c(C)cc(C)cc2C)cc1OCC	-10.2
22	COCC1CCCCN1C(=O)c1cn(Cc2ccccc2F)nn1 (configuration not stated)	2.8
23	Cc1cc(NS(=O)(=O)c2ccc(NC(=O)COc3ccc(Cl)cc3)cc2)nc(C)n1	0.8
24	CSc1ccc(S(=O)(=O)N2CCC(C(=O)N3CCN(C)CC3)CC2)cc1	-2.1
25	N#Cc1c(C(F)(F)F)cc(-c2cccs2)nc1SCC(=O)N1c2ccccc2Sc2ccc(Cl)cc21	9.1
26	CCCSc1ncc(Cl)c(C(=O)Nc2ccc(S(=O)(=O)N3CCC(C)CC3)cc2)n1	-4.8
27	OC(CN1CCC(O)(c2ccc(Cl)cc2)CC1)c1ccc(F)cc1 (configuration not stated)	7.0
28	Cc1ccc(N2CC(C)Cn3c2nc2c3c(=O)[nH]c(=O)n2C)cc1C (configuration not stated)	3.6
29	Cc1ccc2nc(-c3c[nH]c4ccccc34)c(Nc3ccccc3)n2c1	-8.9
30	COc1cccc(OC)c1CN1CCC(c2nc(-c3ccncc3)ncc2-c2cccc(C)c2)CC1	3.1
31	Clc1ccc(-n2nnnc2SCc2ccc(Cl)cc2Cl)cc1	-5.5
32	O=C(Nc1ncc(Br)cc1Br)c1cccc([N+](=O)[O-])c1	-1.1
33	COC(=O)c1nc(Cl)cnc1N	6.3
34	CC(C(=O)Nc1sc2c(c1C(=O)NCC1CCCO1)CCCC2)N1C(=O)c2ccccc2C1=O (configuration not stated)	3.2
35	O=C(N=Nc1c(O)n(Cc2cccc3ccccc23)c2ccccc12)c1cccs1	-9.1
36	CC(=O)Nc1ccc(-c2csc(NNC(=O)c3ccc(C)cc3)n2)cc1	-0.2
37	CCOc1ccccc1CNS(=O)(=O)c1csc(C(N)=O)c1	-6.7
38	Cc1cc(C)cc(Oc2nc3c(c(=O)n(C)c(=O)n3C)n2Cc2ccc(F)cc2)c1	0.4
39	Cc1oc(-c2cccc(Cl)c2)nc1CN1CCC(C(=O)NCCCN2CCN(c3ccccc3F)CC2)CC1	1.3
40	Cc1ccc2ccc3c(c2c1)-c1cccc2ccc(C)c-3c12	3.3
41	Oc1c(-c2ccccn2)nnn1-c1ccccc1	0.8
42	CCCC1(C2CCN(C(=O)Cc3ccc(SC)cc3)CC2)NC(=O)N(CCc2ccccn2)C1=O (configuration not stated)	3.8
43	CCCCOc1ccc(S(=O)(=O)Nc2cccc(-c3ccc(N4CCOCC4)nn3)c2)cc1	-14.2
44	CCOc1cc(C2C(C(=O)c3cc4ccccc4o3)C(=O)C(=O)N2c2nc3c(C)cc(C)cc3s2)ccc1O (configuration not stated)	-4.8
45	Cc1cc2nc(C)c(=O)n(C)c2cc1C	-9.4
46	COc1ccc(CO[C@H]2[C@H](O)[C@@H]3OC[C@@H](O3)[C@H]2OCc2ccccc2)cc1	3.7
47	CC1(C)CC(=O)C2C(=Nc3ccccc3NC2c2ccc(-c3cccc(C(=O)O)c3)o2)C1 (configuration not stated)	8.8
48	CCOC(=O)c1c(-c2ccc(Cl)cc2)csc1NC(=O)c1ccccc1Cl	5.4
49	COc1ccc(C(=O)Nc2nc3ccc(S(=O)(=O)N4CCCC4)cc3s2)cc1	-0.2
50	O=C1c2cccnc2C(=O)N1c1ccc(Oc2ccc(N3C(=O)c4cccnc4C3=O)cc2)cc1	-3.9
51	Cc1cc(/C=C(\C#N)C(N)=O)c(C)n1-c1ccc(N2CCCCC2)c([N+](=O)[O-])c1	5.3
52	CCOC(=O)c1c(NC(C)=O)sc2c(OC(C)=O)cccc12	-8.9
53	O=C1OC(c2ccccc2)c2ccccc21 (configuration not stated)	3.0
54	Cc1cc(C(F)(F)F)nn1CCC(=O)NNC(=O)CCn1ccc([N+](=O)[O-])n1	0.8
55	O=C(NCc1ccccc1)c1cccc(N2C(=O)C3C4C=CC(C5CC45)C3C2=O)c1 (configuration not stated)	8.2
56	O=C(CCCN1C(=O)C(c2ccccc2)Oc2cccnc21)Nc1ccc(Br)cc1F (configuration not stated)	8.3
57	COc1ccc2[nH]c(CN3CCC(CO)(CC4CCCCO4)CC3)c(C)c2c1 (configuration not stated)	-3.0
58	O=C(CCN1C(=O)c2ccccc2C1=O)Nc1ccc(Cl)c(C(F)(F)F)c1	-0.5
59	Cc1cc(NC(=O)CSc2nc3c([nH]c4ccccc43)c(=O)n2-c2ccccc2)no1	-4.4
60	C=Cc1ccc(Cn2c(C(=O)O)c(CNCCc3ccccc3)c3ccc(C)cc32)cc1	1.7

Later entries:
#	structure	RBX1-CUL1 inh
61	COc1ccc2c(c1)sc1ncc(C(=O)NCc3cccc(C)c3)c(=O)n12	4.5
62	CC(=O)c1ccccc1/C=C\c1ccccc1	2.3
63	O=C(/C=C/c1ccccc1Cl)c1nc2ccccc2[nH]1	-1.7
64	COc1cc(OC)cc(C(=O)Nc2cc3nn(-c4ccccc4)nc3cc2Cl)c1	-3.7
65	COCCNC(=O)c1cccc(OC2CCN(Cc3ccc(C(=O)OC)cc3)CC2)c1	-3.0
66	CCOc1cc(C2C3=C(CC(c4ccc(OC)c(OC)c4)CC3=O)N=C(C)C2C(=O)OCCSCC)cc(Br)c1O (configuration not stated)	1.7
67	Cc1cc(C)cc(NC(=O)C2CCCN(C(=O)c3cnn(-c4ccccc4)c3-n3cccc3)C2)c1 (configuration not stated)	-1.1
68	O=C(CN1CCCCC1)Nc1ccc(Cl)cc1F	9.1
69	CCSc1nnc2c(n1)OC(CC)N(C(C)=O)c1ccccc1-2 (configuration not stated)	-1.2
70	Cc1cc(C)cc(C(=O)Nc2ccc(-c3cn4cccnc4n3)cc2)c1	-0.5
71	C=CCCC(=O)Nc1ccc(NC(C)=O)cc1	-2.9
72	CC(C)CC(NC(=O)c1ccccc1)C(=O)OCC(=O)Nc1nc(-c2ccccc2)cs1 (configuration not stated)	-6.4
73	S=C1NCCOCCOCCOCCN1	-3.8
74	CCCc1cc(=O)oc2c(C)c(O)c(CN3CCCC3)cc12	-4.6
75	COC(=O)c1ccc(NC(=S)NC(=O)C2CC2)cc1	-1.4
76	Cc1ccc(-c2cc3nccc(-c4cc([N+](=O)[O-])ccc4O)n3n2)cc1	-6.7
77	COc1ccc(NC(=O)C(Cc2ccco2)=NC(=O)c2ccc(Br)o2)cc1	2.7
78	CCc1ccc(OCC(=O)Nc2c(C(=O)c3ccccc3)oc3ccccc23)cc1	2.1
79	CCN1C(=O)C(Cc2nc3ccccc3c(=O)n2-c2ccccc2)c2cc(Br)ccc21 (configuration not stated)	-14.7
80	N#CC1=C(c2ccccc2)CC(c2cccs2)=NC1=S	7.7
81	Cc1cc(/C=C(/C(=O)O)c2cc(Cl)sc2Br)cs1	-2.6
82	Cc1ccc(Oc2cc(C#N)c(C#N)cc2N2CCCCC2)cc1C	-6.9
83	CC(=O)N1CCCc2cc(S(=O)(=O)N(C)CC(=O)Nc3ccc(Cl)cc3C)ccc21	-4.3
84	CCCOc1ccc2ccccc2c1CO	-6.0
85	NC(=O)CN1N=C(c2ccc(Cl)s2)CSC1=O	-0.5
86	CCCn1c(C)cn2c3c(=O)[nH]c(=O)n(C)c3nc12	-11.0
87	COc1ccccc1Cc1nc2ccccc2nc1SCC(=O)Nc1ccc2c(c1)OCO2	-8.0
88	CC(=O)NCCC(=O)N1CCC(C2CCN(Cc3ccc(Cl)cc3)C2)CC1 (configuration not stated)	-3.0
89	CCn1c(=O)c2c(nc3n(C)c(C)cn23)n(C)c1=O	-6.4
90	CN(C1CCCCC1)S(=O)(=O)c1cc(F)ccc1F	-7.1

Ordered by SMILES length (ascending): some entries from above
#	structure	RBX1-CUL1 inh
73	S=C1NCCOCCOCCOCCN1	-3.8
68	O=C(CN1CCCCC1)Nc1ccc(Cl)cc1F	9.1
87	COc1ccccc1Cc1nc2ccccc2nc1SCC(=O)Nc1ccc2c(c1)OCO2	-8.0

(further entries)
#	structure	RBX1-CUL1 inh
91	CCOC(=O)C1(Cc2cccc(F)c2)CCN(C)CC1	2.8
92	CC(=O)OCCOCn1cc(C)c(=O)[nH]c1=O	0.4
93	CC(=O)NC(NS(=O)(=O)c1ccccc1)(C(F)(F)F)C(F)(F)F	1.5
94	CCN1CCN(Cc2c(O)ccc3oc(C)c(C(=O)Nc4cccc(C(F)(F)F)c4)c23)CC1	-7.9
95	CC(C)c1ccc(/C=C2\CCCc3ccccc3C2=O)cc1	-5.4
96	COc1ccc(CCN2C(=O)N(c3ccc(F)cc3)C(=O)C2CC(=O)Nc2ccc(OC)cc2)cc1 (configuration not stated)	-13.5
97	O=C(NC(N1CCCCC1c1cccnc1)(C(F)(F)F)C(F)(F)F)c1ccc(F)cc1 (configuration not stated)	0.4
98	CCCCN(C)C(=O)c1ccc2c(c1)N(Cc1cccc(Cl)c1)C(=O)c1ccccc1S2=O (configuration not stated)	-7.3
99	O=C(Nc1ccc(Cl)c(Cl)c1)OC1CCCC1	8.4
100	Cc1ccc(NC(=O)c2ccc(CSc3nnc(-c4ccncc4)n3C)cc2)c(C)c1	4.0
101	N#Cc1cn(-c2nccs2)c(=O)[nH]c1=O	3.3
102	C=CCc1c(C)nc(N2CCN(c3ccc(OC)cc3)CC2)[nH]c1=O	2.5
103	CC1=C(C)C2(O[C@@H](c3ccccc3)[C@H](c3ccccc3)O2)C1=O	-4.4
104	CCOc1cc(CNCCSc2nnnn2-c2ccccc2)ccc1OC	1.5
105	O=C(COc1ccc(Br)cc1)Nc1ccc2oc(-c3ccccc3F)nc2c1	9.9
106	Cc1nc(-c2ccccc2)sc1C(=O)Nc1ccc(N2CCOCC2)cc1	-13.5
107	Cc1ccc(-n2c(SCc3ccc(Br)cc3)nc3sc4c(c3c2=O)CCCCC4)cc1	2.0
108	CCOC(=O)c1cnn(-c2cc(Oc3ccc(C)cc3)nc(C)n2)c1-c1ccccc1	-6.4
109	Cc1ccc(CNC(=O)CN(C)S(=O)(=O)c2ccc(Br)s2)cc1	-8.3
110	CN(CCOC(c1ccccc1)c1ccccc1)CCc1ccccc1	4.0
111	CC(=O)Nc1ccc(C2=NN(CC(N)=O)C(=O)SC2)cc1	5.6
112	COc1ccc(CNC(=O)c2ccc3c(c2)nc2n3CCCCC2)cc1	-15.6
113	c1ccc(-c2nnc3sc(-c4cccnc4)nn23)cc1	-7.4
114	Cc1cc(=O)oc2cc(OCCOc3ccc(C(C)(C)C)cc3)ccc12	3.2
115	CN(C)c1nc(SCC(N)=O)nc(N2CCOCC2)n1	-2.8
116	COC(=O)c1ccc(NC(=O)c2cnn(-c3ccc(C)c(C)c3)c2NC(=O)c2ccco2)cc1	7.2
117	CCOc1cc(/C=C2/SC(=Nc3ccccc3)N(Cc3cccnc3)C2=O)ccc1OCC#N	6.7
118	CCCN(CCC)C(=O)c1cc(-c2ccc(C)cc2)nc2ccc(Br)cc12	-6.9
119	Cc1ccc(Nc2ccnc(Nc3ccc(C)cc3)n2)cc1	-2.5
120	O=c1ncn(-c2ccccc2C(F)(F)F)c2ncccc12	1.9
121	Cc1cc(C)c(S(=O)(=O)NCCc2c(C)[nH]c3c(Cl)cccc23)c(C)c1	1.5
122	CCc1cccc(NC(=O)c2cc(C)on2)c1	4.6
123	O=C(NC1CC(=O)N(c2ccc(F)cc2)C1)c1ccc(S(=O)(=O)N2CCOCC2)cc1 (configuration not stated)	-0.3
124	CCN1C(=O)C(C=Nc2ccc([N+](=O)[O-])cc2OC)C(=O)N(CC)C1=O	-1.3
125	CC(=O)Oc1ccc2c3c(ccc(C(C)=O)c13)CC2	10.6
126	Nc1cc(=O)[nH]c(SCC(=O)N2CCOCC2)n1	5.6

Four entries from above in another layout.
nr | RBX1-CUL1 inh | Structure
17 | -1.4 | CCOC(=O)c1ccc(N2C(=O)c3n[nH]c(-c4cccs4)c3C2c2cccc(F)c2)cc1 (configuration not stated)
18 | -3.0 | O=C(O)CCCCNC(=S)C(=S)NCCCCC(=O)O
19 | 10.4 | CN(C)C(=O)CCC(=O)N1CCc2onc(-c3ccccc3F)c2C1
20 | 8.8 | Cc1nc(C)c(-c2ccccc2)c(=O)[nH]1

From PubChem BioAssay

An excerpt; count on the stated rates, not on these rows.
